From PubChem BioAssay
KCNQ2 block = KCNQ2 potassium channel inhibitors, primary screen, cell-based, CHO-K1, FluxOR thallium flux, B-score (AID 2156). Potassium voltage-gated channel subfamily KQT member 2 (Rattus norvegicus), O88943. 20 min; hits give low values. B-score at 10 µM. actives 1.1% (n = 310,000);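 active = fluorescence ratio B-score at most minus 3 library SDs, with starting brightness B-score within 2 library SDs, cut at about -5.5 in these data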
Kir21 block = inhibitors of mouse Kir2.1 inward-rectifier potassium channel | Inward rectifier potassium channel 2 (Mus musculus), P35561 | HEK293-Kir2.1, FluxOR thallium flux fluorescence; hits give low values | B-score at 10 µM | actives 0.85% (n = 310,000);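 active = fluorescence ratio B-score at or below minus 3 SD of library scores, with starting-brightness B-score within 2 SD, cut at about -4.2 in these data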;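 also: channel flux triggered by added potassium and thallium sulfate stimulus; B-score of peak minus minimum fluorescence over baseline after thallium stimulus; more negative B-score means stronger Kir2.1 block with less thallium influx; some compounds called inactive have numbers as strong as hits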
Target sequence (P35561 whole entry, looked up): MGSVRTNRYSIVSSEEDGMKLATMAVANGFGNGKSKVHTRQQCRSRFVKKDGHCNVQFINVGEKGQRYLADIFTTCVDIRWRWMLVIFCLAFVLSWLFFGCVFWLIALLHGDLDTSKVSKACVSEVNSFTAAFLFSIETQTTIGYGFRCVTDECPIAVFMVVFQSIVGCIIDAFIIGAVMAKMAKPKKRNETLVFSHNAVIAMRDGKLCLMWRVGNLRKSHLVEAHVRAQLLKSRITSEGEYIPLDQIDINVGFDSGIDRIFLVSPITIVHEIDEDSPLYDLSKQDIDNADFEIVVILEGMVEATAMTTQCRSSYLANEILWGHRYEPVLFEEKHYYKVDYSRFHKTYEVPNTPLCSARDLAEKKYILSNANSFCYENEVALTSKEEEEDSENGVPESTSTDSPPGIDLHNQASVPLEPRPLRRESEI
The depositor's hits bear a star; i = inactive.

Values in the order: KCNQ2 block	Kir21 block
CC(NC(=O)COC(=O)c1ccccc1Nc1ccccc1)c1ccccc1 (stereo unspecified)
  i	0.49
COc1ccc(Br)cc1CNC(=O)CCN1C(=O)COc2ccccc21
  i	-0.09
CS(=O)(=O)N(CC(=O)NC1CCCC1)Cc1ccc(Cl)cc1
  i	-0.21
Cc1cccc(C)c1NC(=O)C1C2C=CC(C2)C1C(=O)NCc1ccccn1 (stereo unspecified)
  i	-0.37
CN(C)Cc1c(C(=O)N/N=C/C2CC=CCC2)nnn1-c1nonc1N (stereo unspecified)
  i	0.16
COn1c(C)c(C(C)=O)c2c3no[n+]([O-])c3ccc21
  i	1.06
COc1ccc(CC(=O)N(C)Cc2cccc(F)c2)cc1S(=O)(=O)N1CCOCC1
  i	-0.08
CC(c1ccncc1)C(C)c1ccncc1 (stereo unspecified)
  i	-0.95
CCCCC#Cc1cncc(C(=O)N/N=C/c2ccccc2)c1
  i	-0.03
CN(C)C(=O)CSc1nc2ccc(N3C(=O)c4ccccc4C3=O)cc2s1
  i	1.33

Reprinted from the part before: two entries; new compounds follow.
Values in the order: KCNQ2 block	Kir21 block
CCCCC#Cc1cncc(C(=O)N/N=C/c2ccccc2)c1
  i	-0.03
CN(C)C(=O)CSc1nc2ccc(N3C(=O)c4ccccc4C3=O)cc2s1
  i	1.33
COc1cc(-c2nnc(CSc3nnc(Nc4ccc(Oc5ccccc5)cc4)s3)o2)cc(OC)c1OC
  i	-0.28
CC(C)NS(=O)(=O)c1ccc(OCC(N)=O)c(Cl)c1
  i	1.33
Cc1cc(C)n(CCCNC(=O)CCNS(=O)(=O)c2ccccc2C(F)(F)F)n1
  i	1.76
O=C(Cc1ccccc1)N/N=C/c1ccc2cccc(O)c2n1
  i	0.02
c1ccc(CCn2c(SCc3ccccc3)nnc2-c2ccncc2)cc1
  i	-2.8
O=C(Nc1nnc(-c2ccccc2Cl)s1)c1ccccc1F
  i	0.67
COc1ccc(CNC(=O)C2CCC(CNS(=O)(=O)c3cccs3)CC2)cc1 (stereo unspecified)
  i	-1.11
COc1ccc2c(c1)[nH]c1c(=O)n(/N=C/c3ccc(OC)c(CN4CCCC4)c3)cnc12
  i	0.52
Cc1cc(=O)oc2cc(Oc3ncccc3[N+](=O)[O-])ccc12
  i	1.1
Cc1c(-c2ccccc2)oc2c(C(=O)OCC(=O)Nc3ccc(F)cc3)cccc2c1=O
  i	0.53

One compound at a time, as listed above. Screens in order: KCNQ2 block	Kir21 block
Shown for `COc1ccc2c(c1)[nH]c1c(=O)n(/N=C/c3ccc(OC)c(CN4CCCC4)c3)cnc12` → i	0.52
Shown for `CC(C)NS(=O)(=O)c1ccc(OCC(N)=O)c(Cl)c1` → i	1.33
Shown for `COc1ccc(CNC(=O)C2CCC(CNS(=O)(=O)c3cccs3)CC2)cc1` (stereo unspecified) → i	-1.11
Shown for `Cc1cc(C)n(CCCNC(=O)CCNS(=O)(=O)c2ccccc2C(F)(F)F)n1` → i	1.76
Shown for `Cc1c(-c2ccccc2)oc2c(C(=O)OCC(=O)Nc3ccc(F)cc3)cccc2c1=O` → i	0.53

Next section
Values in the order: KCNQ2 block	Kir21 block
CC1CCC2(CC1)NC(=O)N(CC(=O)Nc1cccc(S(=O)(=O)N3CCOCC3)c1)C2=O (stereo unspecified)
  i	-0.05
Cn1cc(CNCc2cnc3ccccn23)c(-c2ccc(Oc3ccccc3)cc2)n1
  i	-3.29
CCOc1cc(C2NC(=O)NC(C)=C2C(C)=O)cc(Cl)c1OCC(=O)O (stereo unspecified)
  i	0.3
Cc1[nH]c2ccc(-c3n[nH]c(=S)n3-c3ccccc3)cc2c1C
  i	0.64
O=S(=O)(NCCCSc1ccccc1)c1ccccc1F
  i	-2.74
CCCC(CCC)C(=O)NNc1cc(=O)c2c(=O)n(C)c(=O)n(C)c2[nH]1
  i	1.3
Cc1ccc2nc(N/N=C/c3ccccc3C#N)nc(-c3ccccc3)c2c1
  -6.03*	0.02
C=CCn1c(SCC(=O)c2ccc(Br)cc2)nnc1C(C)NC(=O)Cc1ccc(OC)cc1 (stereo unspecified)
  i	-1.25
COc1ccccc1/C=C/C(=O)NC(=S)N1CCN(C)CC1
  i	1.04
O=C(CCN1C(=O)c2ccccc2C1=O)Nc1ccc(F)cc1F
  i	-0.48

(list continues)
Values in the order: KCNQ2 block	Kir21 block
Cc1ccc(NS(=O)(=O)c2cc(Br)cnc2N)c(Cl)c1
  i	-2.06
CC[C@@H]1[C@H]2CCCC(=O)N3CC[C@@H](C[C@@H]1OC(=O)NCc1ccccc1)[C@@H]23
  i	-1.52
CCN(C(=O)CSc1nnc(-c2cccs2)n1N)c1c(N)n(Cc2ccccc2)c(=O)[nH]c1=O
  i	0.2
CN(CCS(=O)(=O)c1ccc(Cl)cc1)Cc1cccnc1
  i	-2.49
COc1cc(OC)cc(C(=O)NCCNc2nc3cc(C)cc(C)c3cc2C#N)c1
  i	0.57
O=c1[nH]ncc(N/N=C/c2ccccc2)c1Cl
  i	0.68
O=C1c2ccccc2S(=O)(=O)N1CC(O)Cn1ccc2ccccc21 (stereo unspecified)
  i	1.5
COC(=O)c1ccc(CNC(=O)c2cc3ccccc3oc2=O)cc1
  i	0.11
COc1ccc(C(=O)N(Cc2ccccc2)c2ccc(C)cc2)cc1S(=O)(=O)N1CCOCC1
  i	-0.02
O=C1CC(SC(=NCc2ccc3c(c2)OCO3)Nc2ccccc2)C(=O)N1c1ccccc1 (stereo unspecified)
  i	0.05

(listing goes on)
Values in the order: KCNQ2 block	Kir21 block
COc1ccc(CNC(=O)CN(c2ccccc2)S(=O)(=O)N(C)C)cc1
  i	0.08
COc1ccccc1CNC(=O)CCC(=O)N1CCOc2ccc(C)cc21
  i	-0.03
COc1cc(C(c2nnnn2C2CCCC2)N2CCc3ccccc3C2)ccc1O (stereo unspecified)
  i	-0.77
CCN(CC)S(=O)(=O)c1cccc(C(=O)N/N=C2\CCCC(=O)C2)c1
  i	-1.68
COc1ccc(CCNC(=S)Nc2ccc(C(C)C)cc2)cc1
  i	-1.4
CCCC(=O)Nc1cc(C)cn(Cc2c(F)cccc2Cl)c1=O
  i	1.77
COc1ccc(CNC(=O)C(C#N)c2nc3ccccc3nc2N2CCCC2)cc1 (stereo unspecified)
  i	-0.81
Cc1ccc(-c2cc(C(=O)N/N=C/c3ccc(Cl)cc3)n[nH]2)o1
  i	-0.17
Cc1nnc(NC(=O)CSc2cn(CCNC(=O)c3ccccc3)c3ccccc23)s1
  i	-0.08
CCC(CC)C(=O)Nc1ccc(Cl)c(Cl)c1
  i	1.39

Remaining list, next part.
Values in the order: KCNQ2 block	Kir21 block
CCN(c1ccccc1)S(=O)(=O)c1ccc(Cl)c(NC(=O)COC(=O)c2ccc[n+]([O-])c2)c1
  i	-0.68
Cc1ccc(S(=O)(=O)NC(=O)COc2cc(C)ccc2C(C)C)cc1
  i	0.7
Cc1c(-c2ccc(OCc3ccccc3)cc2)nc2ccccc2c1C(=O)O
  i	0.05
Cc1c(C(=O)Nc2nnc(SCc3ccccc3Cl)s2)cccc1[N+](=O)[O-]
  i	0.23
CCNC(=O)COC(=O)c1cc(S(=O)(=O)N2CCCCC2)ccc1C
  i	0.66
COC(=O)C1=C(C)N=C2SC(C)C(=O)N2C1/C=C/c1ccccc1 (stereo unspecified)
  i	0.79
COc1ccc(CCC(=O)NC(C)C)cc1
  i	1
COc1ccc(S(=O)(=O)NC2CC2)cc1Br
  i	1.26
Nc1ccccc1C(=O)NNC1=C(C(=O)C(F)(F)F)CCC1
  i	0.13
O=C(CSc1nc(COc2ccccc2)nc2ccccc12)NC1CCCC1
  i	0.01

The list continues:
Values in the order: KCNQ2 block	Kir21 block
COc1ccc(NC(=O)Cn2cnc3sc(C)c(S(=O)(=O)N4CCOCC4)c3c2=O)c(OC)c1
  i	0.06
O=C(Nc1ccc(S(=O)(=O)N2CCCCC2c2cccnc2)cc1)c1c(F)cccc1F (stereo unspecified)
  i	-0.03
Cc1cc(C=O)c2c(c1)C=CC1(Oc3ccccc3C(=O)N1C)O2 (stereo unspecified)
  i	-1.03
CCn1c(SC(C)C(=O)Nc2nccs2)nnc1-c1ccncc1 (stereo unspecified)
  i	0.73
COc1ccc(S(=O)(=O)N2CCOCC2)cc1NC(=O)C1COc2ccccc2O1 (stereo unspecified)
  i	1.56
COc1cc(C(=O)NCc2nnc(SCC(=O)N3CCOCC3)o2)cc(OC)c1OC
  i	-1.01
CN(C)C(=O)CSc1nnc(Cc2ccc3c(c2)OCO3)o1
  i	0.81
COc1ccc(/C(C)=N/Nc2nc3ccccc3nc2C)cc1OC
  i	-0.97
COC(=O)c1scc(C)c1-n1ccc(C(=O)C(=O)N(C)C)c1
  i	-0.08
CCOCCCn1c(=S)[nH]c2cc(C(=O)N3CCN(C)CC3)ccc2c1=O
  i	0.02

More entries follow:
Values in the order: KCNQ2 block	Kir21 block
O=[N+]([O-])c1ccc(Cl)c(-c2ccc(/C=N/n3cnnc3)o2)c1
  i	0.76
O=C(NCCO)C(=O)NCC1OCCCN1S(=O)(=O)c1cc(F)ccc1F (stereo unspecified)
  i	0.04
CCN1CCN(C(=O)C(C)Nc2ccc(OC)cc2OC)CC1 (stereo unspecified)
  i	0.13
O=C(Nc1n[nH]c(=S)s1)c1ccc2ccccc2c1
  i	-0.07
COc1ccc2nc(NC(=O)Cc3cccs3)sc2c1
  i	-0.3
COC(=O)c1ccccc1S(=O)(=O)NNC(=O)c1ccccc1-n1cccc1
  i	-0.87
CCOC(=O)C1CCN(C(=O)Nc2ccc3nc(C)c(C)nc3c2)CC1
  i	-0.28
O=C(CSc1nnc(-c2ccco2)n1CC1CCCO1)c1ccccc1 (stereo unspecified)
  i	-2.07
CCN(CC)S(=O)(=O)c1ccc(-c2nnc(SCC(=O)c3ccc(OC)cc3)o2)cc1
  i	-0.44
COc1ccc(-c2cc(C(=O)N3CCc4ccccc4C3)no2)cc1OC
  i	-0.37

The list continues:
Values in the order: KCNQ2 block	Kir21 block
Cc1ccc(S(=O)(=O)N2CCC3(CC2)OCCO3)c(C)c1
  i	1.41
Cc1ccc2nc(-c3ccsc3)c(NC3CCCC3)n2c1
  i	0.34
CN1CC(=O)NC1=NC(=O)c1cc(F)c(F)cc1Cl
  i	1.23
CCC(=O)OCC(=O)Nc1cc(S(=O)(=O)N(C)C)ccc1Cl
  i	1.73
c1ccc(Cn2nnc3c(N4CCCCCC4)ncnc32)cc1
  i	0.21
COc1ccc(NC(=O)C2CC(=O)N(c3cccc(C)c3C)C2)cc1 (stereo unspecified)
  i	3.89
O=C1Nc2cccnc2Sc2ccccc21
  i	-0.87
Cc1onc(-c2ccccc2)c1C(=O)Nc1sccc1C#N
  i	-3.45
COc1cc(CC(NC(C)=O)C(=O)NC2CCN(C(=O)Nc3ccccc3C)CC2)cc(OC)c1 (stereo unspecified)
  i	0.21
CSc1ncccc1-c1nc2ccccc2[nH]1
  i	0.96

Continued.
Values in the order: KCNQ2 block	Kir21 block
CC(OC(=O)C1CC=CCC1C(N)=O)C(Cl)=C(Cl)Cl (stereo unspecified)
  i	-1.3
O=C(Nc1ccc(S(=O)(=O)N2CCOCC2)cc1)c1cccc(Br)c1
  i	0.1
Cc1cc(=O)n2[nH]c(-c3ccco3)nc2n1
  i	1.14
COc1ccc(C2C(C#N)=C(C)NC3=C2S(=O)(=O)c2ccccc23)cc1 (stereo unspecified)
  i	0.55
O=C(c1ccco1)c1cn(CC(=O)N2CCCC2)c2ccccc12
  i	0.36
O=[N+]([O-])c1cccnc1N1CCC(c2cc(-c3ccc(Cl)cc3)n[nH]2)CC1
  i	-1.02
CCOC(=O)N1CCC(NS(=O)(=O)c2ccc(C)cc2)CC1
  i	0.69
O=C(Cn1ncc2c(=O)oc3ccccc3c21)N1CCCN(Cc2ccccc2F)C1
  i	-0.12
O=C(CN1CCN(S(=O)(=O)c2ccc(Cl)cc2)CC1)Nc1ccc(N2CCOCC2)cc1
  i	0.06
N=c1c2c3c(sc2ncn1CCN1CCOCC1)CCCCC3
  i	-0.93

New compounds follow:
Values in the order: KCNQ2 block	Kir21 block
CC(C)(C)c1ccc(/C=N/NC(=O)C[n+]2ccccc2)cc1
  i	-0.18
COc1ccc(-c2ccc(=O)n(CC(=O)NCC3COCCO3)n2)cc1 (stereo unspecified)
  i	0.04
COc1cccc(-c2ccc(C#N)c(SCC(=O)NCCc3cccc(Cl)c3)n2)c1
  i	-1.4
CCOc1ccc(NC(=O)CC2C(=O)N(CC)C(=S)N2CCN2CCOCC2)cc1 (stereo unspecified)
  i	-2.52
CSc1ccc(/C=N/N2CCN(Cc3ccccc3Cl)CC2)cc1
  i	0.5
COc1ccc2[nH]c(=O)c(CN(Cc3cccnc3)C(=O)Nc3ccccc3)cc2c1
  i	-0.32
CCn1c(C(C)C)n[nH]c1=S
  i	0
CCOC(=O)c1cc(C)nc(Sc2ccc(C)cc2)c1C#N
  i	0.89
C[N+](C)(C)C[C@H](O)CC(=O)O
  i	-0.89
COc1cccc(-n2c(COc3ccccc3C)nnc2SCC(=O)O)c1
  i	0.5

Continuation:
Values in the order: KCNQ2 block	Kir21 block
Cc1ccc(-c2nnc(-c3cccc(Br)c3)o2)cc1
  i	-0.18
O=C(CCNC(=O)C1CCN(S(=O)(=O)c2ccc(F)cc2)CC1)Nc1ccccc1
  i	0.83
O=C(COC(=O)c1cccc(S(=O)(=O)N2CCCC2)c1)NCc1ccccc1
  i	-0.48
O=C(Nc1ccc(S(=O)(=O)Nc2nccs2)cc1)c1ccc(S(=O)(=O)N2CCOCC2)cc1
  i	2.45
C=CCn1c(SCC(=O)NCc2ccco2)nc2sc3c(c2c1=O)CCC3
  i	-2.34
COC(=O)CN1CCN(C(c2ccccc2)c2ccccc2)CC1
  i	-0.77
CCN(CC(=O)NCc1cccs1)C(=O)c1cccc(S(=O)(=O)Nc2ccccc2OC)c1
  i	-1.54
